Source: PubChem (The Scripps Research Institute Molecular Screening Center)
EBNA-1 inhibitor: blocks EBNA-1 binding to DNA; inhibition, % at 14.8 µM; actives 0.34% (n = 300,000); EBNA-1 DNA binding, fluorescence polarization; in the data active = inhibition above about 28%
GSTO1 inh: counter-screen for RBBP9 inhibitors: inhibitors of human GSTO1 | actives 1.1% (n = 300,000) | recombinant GSTO1, activity-based probe fluorescence polarization | inhibition, % at 5.96 µM | P78417;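 active = inhibition above the campaign mean inhibition plus 3 SD, cut at about 35% in these data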;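 also: 0% = GSTO1-1 with DMSO and 100% = wells lacking GSTO1-1 enzyme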
Target sequence (P78417 whole entry, looked up): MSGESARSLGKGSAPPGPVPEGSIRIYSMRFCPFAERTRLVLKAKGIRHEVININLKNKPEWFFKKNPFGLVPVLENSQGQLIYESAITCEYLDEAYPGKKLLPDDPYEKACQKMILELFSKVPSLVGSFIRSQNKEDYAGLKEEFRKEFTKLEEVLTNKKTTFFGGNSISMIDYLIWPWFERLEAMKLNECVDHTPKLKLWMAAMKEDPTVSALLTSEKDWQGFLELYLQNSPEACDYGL
ZTA DNA inh: counter-screen for EBNA-1 inhibitors: inhibitors of Epstein-Barr virus ZTA | P03206 | ZTA-DNA binding, fluorescence polarization | inhibition, % at 11 µM | actives 0.15% (n = 320,000) | AID 2234; in the data active = inhibition above about 33%
PAD4 inh: inhibitors of human PAD4. Q9UM07. recombinant PAD4, RCA probe fluorescence polarization. inhibition, % at 6.36 µM. actives 0.41% (n = 330,000);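 active = percent inhibition above a cutoff equal to the mean of all tested compounds plus 3 SD, cut at about 15% in these data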;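 also: 0% = PAD4 with RCA probe and DMSO and 100% = probe without PAD4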
PAFAH1B3 FP inh: blocks human PAF acetylhydrolase 1B catalytic subunit 3; recombinant PAFAH1B3, FP-rhodamine probe, fluorescence polarization; AID 492972; Q15102; actives 0.28% (n = 340,000); inhibition, % at 3.39 µM;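 active = inhibition above the screen-wide average of all tested compounds plus 3 SD, cut at about 25% in these data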;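 also: 0% = enzyme with DMSO only and 100% = wells lacking PAFAH1B3 protein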
PREPL inh: human PREPL enzyme inhibition; inhibition, % at 5.96 µM; recombinant PREPL, fluorescence polarization activity-based probe; actives 0.68% (n = 320,000); Q4J6C6; in the data active = inhibition above about 43%;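 also: 0% = enzyme with DMSO and 100% = wells lacking enzyme; many of its hits are not listed in these tables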
Target sequence (Q4J6C6 whole entry, looked up): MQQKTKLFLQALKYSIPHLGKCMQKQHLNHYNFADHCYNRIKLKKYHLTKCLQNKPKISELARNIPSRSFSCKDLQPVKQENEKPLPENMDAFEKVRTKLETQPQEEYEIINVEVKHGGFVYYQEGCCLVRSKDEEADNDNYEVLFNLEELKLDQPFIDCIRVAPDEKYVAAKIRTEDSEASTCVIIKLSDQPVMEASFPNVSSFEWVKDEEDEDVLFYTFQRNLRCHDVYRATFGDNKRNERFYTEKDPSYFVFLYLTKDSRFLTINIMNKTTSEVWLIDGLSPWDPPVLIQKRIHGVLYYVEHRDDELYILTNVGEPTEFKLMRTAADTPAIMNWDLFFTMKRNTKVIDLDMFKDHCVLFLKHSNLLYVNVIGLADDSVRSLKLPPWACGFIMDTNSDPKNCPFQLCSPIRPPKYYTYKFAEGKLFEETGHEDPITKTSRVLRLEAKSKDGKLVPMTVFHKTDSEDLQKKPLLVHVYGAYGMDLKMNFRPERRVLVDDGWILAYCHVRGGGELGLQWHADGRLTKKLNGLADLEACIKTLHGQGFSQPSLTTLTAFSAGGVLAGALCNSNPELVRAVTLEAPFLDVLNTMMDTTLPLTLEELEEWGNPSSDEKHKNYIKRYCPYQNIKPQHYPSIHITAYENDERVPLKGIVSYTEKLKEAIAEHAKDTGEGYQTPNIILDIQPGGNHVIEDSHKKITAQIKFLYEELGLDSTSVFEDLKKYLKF
LYPLA1 counter: blocks human lysophospholipase 1, a PME1 counter-screen. O75608. recombinant LYPLA1, FP-Rh probe fluorescence polarization. inhibition, % at 5.9 µM. actives 0.16% (n = 320,000);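 active = inhibition above the mean of all tested compounds plus 3 SD, set per campaign, cut at about 14% in these data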;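 also: inhibitors block serine hydrolase probe labeling of LYPLA1 so polarization falls; 0% = enzyme with DMSO and 100% = wells lacking LYPLA1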
PAFAH2 inh: PAFAH2 (human) inhibition; recombinant PAFAH2, FP-rhodamine activity probe, fluorescence polarization; inhibition, % at 3.39 µM; actives 0.99% (n = 340,000);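 active = inhibition above the mean over all tested compounds plus 3 SD, cut at about 30% in these data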;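 also: inhibitors block probe labeling of enzyme so polarization drops; 0% = enzyme with DMSO and 100% = wells lacking PAFAH2 protein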
LYPLA2 counter: counter-screen for PME1 inhibitors: inhibitors of human LYPLA2; inhibition, % at 5.9 µM; O95372; actives 0.38% (n = 320,000); AID 2177; recombinant LYPLA2, FP-Rh probe fluorescence polarization;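 active = inhibition above the screen-wide mean plus 3 SD, limit set per campaign, cut at about 26% in these data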;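 also: 0% = LYPLA2 with DMSO and 100% = wells lacking LYPLA2 enzyme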
Starred values were filed as active, the others as inactive. The list is partial; the hit share may differ from the screen's.

Results for CCCc1nnc(NC(=O)CCC(=O)NCc2ccc(Cl)cc2Cl)s1 ?
EBNA-1 inhibitor: -6; GSTO1 inh: 4; ZTA DNA inh: 2; PAD4 inh: -1; PAFAH1B3 FP inh: 4; PREPL inh: 6; LYPLA1 counter: 0; PAFAH2 inh: 2; LYPLA2 counter: -1

How did CC(=O)N/C(=C/c1ccc2c(c1)OCO2)C(=O)N1CCOCC1 do in these assays?
EBNA-1 inhibitor: -2; GSTO1 inh: 4; ZTA DNA inh: 8; PAD4 inh: 1; PAFAH1B3 FP inh: 15; PREPL inh: -5; LYPLA1 counter: -5; PAFAH2 inh: 3; LYPLA2 counter: 4

Results for Cc1ccccc1N1CCN(CC(=O)NCc2ccc(Cl)cc2)CC1 ?
EBNA-1 inhibitor: 2; GSTO1 inh: 2; ZTA DNA inh: -12; PAD4 inh: 4; PAFAH1B3 FP inh: 5; PREPL inh: -37; LYPLA1 counter: -6; PAFAH2 inh: 0; LYPLA2 counter: 1

What do the screens show for `O=C(Oc1ccc2ccc(O)cc2c1)C1CCCCC1`?
EBNA-1 inhibitor: 0; GSTO1 inh: 4; ZTA DNA inh: -5; PAD4 inh: 2; PREPL inh: 2; LYPLA1 counter: -5; LYPLA2 counter: -5

How did Cc1cc(C)cc(N(CC(=O)Nc2cccc(C)n2)S(=O)(=O)c2c(C)noc2C)c1 do in these assays?
EBNA-1 inhibitor: -6; GSTO1 inh: -2; ZTA DNA inh: -19; PAD4 inh: 0; PAFAH1B3 FP inh: 6; PREPL inh: -6; LYPLA1 counter: -3; PAFAH2 inh: 2; LYPLA2 counter: -2

What do the screens show for `COc1ccc(CCNC(=O)C/C(C)=N/NC(=O)Cc2cccc3ccccc23)cc1OC`?
EBNA-1 inhibitor: -1; GSTO1 inh: 4; ZTA DNA inh: 6; PAD4 inh: 0; PAFAH1B3 FP inh: 9; PREPL inh: 6; LYPLA1 counter: -1; PAFAH2 inh: 7; LYPLA2 counter: 0

Results for NC(=O)c1ccc(/C=N/O)nc1 ?
EBNA-1 inhibitor: -8; GSTO1 inh: -8; ZTA DNA inh: -3; PAD4 inh: 2; PAFAH1B3 FP inh: 1; PREPL inh: 5; LYPLA1 counter: 2; PAFAH2 inh: 6; LYPLA2 counter: 3

What do the screens show for `Brc1ccc(-c2csc(N3CCCCCC3)n2)cc1`?
EBNA-1 inhibitor: -12; GSTO1 inh: -3; ZTA DNA inh: 5; PAD4 inh: 6; PAFAH1B3 FP inh: 5; PREPL inh: 12; LYPLA1 counter: 0; PAFAH2 inh: 4; LYPLA2 counter: -2

How did COc1ccc(-c2c(S(=O)(=O)c3ccccc3)cnn2-c2ccccc2)cc1 do in these assays?
EBNA-1 inhibitor: 11; GSTO1 inh: -5; ZTA DNA inh: -4; PAD4 inh: 4; PAFAH1B3 FP inh: 7; PREPL inh: 4; LYPLA1 counter: -2; PAFAH2 inh: -1; LYPLA2 counter: -4

What do the screens show for `c1cc2nc(C34CC5CC(CC(C5)C3)C4)[nH]c2cn1`?
EBNA-1 inhibitor: 0; GSTO1 inh: 8; ZTA DNA inh: -14; PAD4 inh: -3; PAFAH1B3 FP inh: 5; PREPL inh: 11; LYPLA1 counter: 2; PAFAH2 inh: 0; LYPLA2 counter: 10

How did CNc1ccccc1C(=O)OCC(=O)N1CCN(c2ccc(OC)cc2)CC1 do in these assays?
EBNA-1 inhibitor: 6; GSTO1 inh: 4; ZTA DNA inh: -6; PAD4 inh: 3; PAFAH1B3 FP inh: 7; PREPL inh: 34; LYPLA1 counter: 10; PAFAH2 inh: 2; LYPLA2 counter: 12

What do the screens show for `COc1cc(OC)cc(OC(=O)C2CCN(C(=O)c3ccc(F)cc3)CC2)c1`?
EBNA-1 inhibitor: -9; GSTO1 inh: 1; ZTA DNA inh: -10; PAD4 inh: 0; PAFAH1B3 FP inh: 4; PREPL inh: -4; LYPLA1 counter: 3; PAFAH2 inh: 8; LYPLA2 counter: 8

Results for COc1ccc2cc(-c3ccccc3)ncc2c1 ?
EBNA-1 inhibitor: -16; GSTO1 inh: -2; ZTA DNA inh: -21; PAD4 inh: 3; PAFAH1B3 FP inh: 4; PREPL inh: -21; LYPLA1 counter: 3; PAFAH2 inh: 1; LYPLA2 counter: 2

Results for Cc1nn(-c2ccc(F)cc2)c(Cl)c1/C=C/C(=O)OCC(=O)Nc1c(F)c(F)c(F)c(F)c1F ?
EBNA-1 inhibitor: 8; GSTO1 inh: 1; ZTA DNA inh: 15; PAD4 inh: -2; PAFAH1B3 FP inh: -1; PREPL inh: -2; LYPLA1 counter: -1; PAFAH2 inh: -9; LYPLA2 counter: 1

Results for Cc1ccc(S(=O)(=O)C2CS(=O)(=O)CC2O)cc1 (stereo unspecified) ?
EBNA-1 inhibitor: -12; GSTO1 inh: 0; ZTA DNA inh: 8; PAD4 inh: -1; PAFAH1B3 FP inh: 7; PREPL inh: 1; LYPLA1 counter: 3; PAFAH2 inh: 2; LYPLA2 counter: 1

What do the screens show for `CC(=O)Nc1ccc(C(=O)COC(=O)CCc2ccccc2)c(F)c1`?
ZTA DNA inh: -15; PAD4 inh: 1; PAFAH1B3 FP inh: -3; PREPL inh: 2; LYPLA1 counter: -7; PAFAH2 inh: 2; LYPLA2 counter: 5

How did N#Cc1ccc(-c2nc3ccccc3nc2-c2ccccc2)cc1C#N do in these assays?
EBNA-1 inhibitor: -9; GSTO1 inh: 3; ZTA DNA inh: -5; PAD4 inh: -3; PAFAH1B3 FP inh: 3; PREPL inh: 10; LYPLA1 counter: -3; PAFAH2 inh: 0; LYPLA2 counter: -3

How did Cc1nc2sccc2c(=O)n1-c1cccc(Cl)c1 do in these assays?
EBNA-1 inhibitor: -17; GSTO1 inh: 0; ZTA DNA inh: -7; PAD4 inh: 1; PAFAH1B3 FP inh: 8; PREPL inh: -4; LYPLA1 counter: 0; PAFAH2 inh: 8; LYPLA2 counter: 5

How did CN(CC(=O)Nc1ccc2c(c1)OCO2)CC(=O)Nc1ccc(F)c(F)c1F do in these assays?
PAD4 inh: 1; PAFAH1B3 FP inh: 9; PREPL inh: 5; PAFAH2 inh: 2

What do the screens show for `COc1ccc(NC2CCCN(C(=O)CCc3scnc3C)C2)cc1` (stereo unspecified)?
EBNA-1 inhibitor: 6; GSTO1 inh: 1; ZTA DNA inh: -6; PAD4 inh: -5; PAFAH1B3 FP inh: 0; PREPL inh: 7; LYPLA1 counter: -2; PAFAH2 inh: -3; LYPLA2 counter: 0

Reprinted at random: two compounds from above
Results for Cc1nn(-c2ccc(F)cc2)c(Cl)c1/C=C/C(=O)OCC(=O)Nc1c(F)c(F)c(F)c(F)c1F ?
EBNA-1 inhibitor: 8; GSTO1 inh: 1; ZTA DNA inh: 15; PAD4 inh: -2; PAFAH1B3 FP inh: -1; PREPL inh: -2; LYPLA1 counter: -1; PAFAH2 inh: -9; LYPLA2 counter: 1

How did CNc1ccccc1C(=O)OCC(=O)N1CCN(c2ccc(OC)cc2)CC1 do in these assays?
EBNA-1 inhibitor: 6; GSTO1 inh: 4; ZTA DNA inh: -6; PAD4 inh: 3; PAFAH1B3 FP inh: 7; PREPL inh: 34; LYPLA1 counter: 10; PAFAH2 inh: 2; LYPLA2 counter: 12

More entries
Results for CCOC(=O)c1ccc(NC(=O)C(C)NS(=O)(=O)c2ccc(OC)cc2)cc1 (stereo unspecified) ?
EBNA-1 inhibitor: 2; GSTO1 inh: -4; ZTA DNA inh: -7; PAD4 inh: -5; PAFAH1B3 FP inh: -6; PREPL inh: 8; LYPLA1 counter: 0; PAFAH2 inh: -6; LYPLA2 counter: 5

Results for CCc1ccc(N(CC(=O)NCc2ccco2)C(=O)CCC(=O)Nc2nccs2)cc1 ?
EBNA-1 inhibitor: -7; GSTO1 inh: 2; ZTA DNA inh: 5; PAD4 inh: 0; PAFAH1B3 FP inh: 2; PREPL inh: -12; LYPLA1 counter: -1; PAFAH2 inh: -8; LYPLA2 counter: 1

Results for COCCNC(=O)C(c1ccc(C)cc1)N(C(=O)CCC(=O)Nc1ccccn1)c1ccc(C)cc1 (stereo unspecified) ?
EBNA-1 inhibitor: 5; GSTO1 inh: 2; ZTA DNA inh: 6; PAD4 inh: 1; PAFAH1B3 FP inh: 8; PREPL inh: -4; LYPLA1 counter: -1; PAFAH2 inh: -6; LYPLA2 counter: -2

What do the screens show for `O=C(CN(Cc1ccccc1F)S(=O)(=O)c1ccc(Cl)cc1)NCCC1=CCCCC1`?
EBNA-1 inhibitor: -17; GSTO1 inh: -2; ZTA DNA inh: -28; PAD4 inh: 0; PAFAH1B3 FP inh: 6; PREPL inh: 3; LYPLA1 counter: 0; PAFAH2 inh: 0; LYPLA2 counter: 9

Results for COc1cccc(-n2c(C)nnc2SCC#N)c1 ?
EBNA-1 inhibitor: 0; GSTO1 inh: 2; ZTA DNA inh: -7; PAD4 inh: 5; PAFAH1B3 FP inh: 8; PREPL inh: -1; LYPLA1 counter: 2; PAFAH2 inh: -5; LYPLA2 counter: -7

How did C/C(=N/NC(=O)c1nnn(-c2nonc2N)c1COc1ccccc1)c1ccccc1Cl do in these assays?
EBNA-1 inhibitor: -4; GSTO1 inh: 4; ZTA DNA inh: -11; PAD4 inh: 0; PAFAH1B3 FP inh: -4; PREPL inh: 0; LYPLA1 counter: -9; PAFAH2 inh: 2; LYPLA2 counter: -12

How did O=C(NCC(=O)N(c1ccc(F)cc1)C(C(=O)NC1CCCC1)c1cccnc1)c1ccco1 (stereo unspecified) do in these assays?
EBNA-1 inhibitor: -8; GSTO1 inh: -1; ZTA DNA inh: -4; PAD4 inh: -2; PAFAH1B3 FP inh: 2; PREPL inh: 12; LYPLA1 counter: -2; PAFAH2 inh: -8; LYPLA2 counter: -7

How did COc1ccccc1NS(=O)(=O)c1ccc(Cl)cc1 do in these assays?
EBNA-1 inhibitor: 8; GSTO1 inh: -5; ZTA DNA inh: 0; PAD4 inh: -2; PAFAH1B3 FP inh: 11; PREPL inh: 8; LYPLA1 counter: 0; PAFAH2 inh: -15; LYPLA2 counter: -3

How did COc1ccc(-c2csc(Nc3ccc(O)cc3)n2)cc1 do in these assays?
EBNA-1 inhibitor: -3; GSTO1 inh: 45*; ZTA DNA inh: 3; PAD4 inh: 3; PAFAH1B3 FP inh: 6; PREPL inh: 23; LYPLA1 counter: -3; PAFAH2 inh: 10; LYPLA2 counter: 9

Results for CN(C)CCN(Cc1ccco1)S(=O)(=O)c1csc(C(N)=O)c1 ?
EBNA-1 inhibitor: 1; GSTO1 inh: 11; ZTA DNA inh: -2; PAD4 inh: 3; PAFAH1B3 FP inh: 3; PREPL inh: -3; LYPLA1 counter: 0; PAFAH2 inh: 6; LYPLA2 counter: 0

How did COCCn1c(Cc2cccn2C)nnc1SCC(=O)Nc1nccs1 do in these assays?
EBNA-1 inhibitor: 7; GSTO1 inh: 4; ZTA DNA inh: 3; PAD4 inh: 2; PAFAH1B3 FP inh: -1; PREPL inh: -1; LYPLA1 counter: 6; PAFAH2 inh: -13; LYPLA2 counter: 7

How did COC(=O)c1c(-c2ccc(OC)cc2)oc2ccc(-c3ccc(OC)nc3)cc12 do in these assays?
EBNA-1 inhibitor: 0; GSTO1 inh: -2; ZTA DNA inh: 1; PAD4 inh: 2; PAFAH1B3 FP inh: -3; PREPL inh: -13; LYPLA1 counter: -1; PAFAH2 inh: -3; LYPLA2 counter: -4

Results for O=C(Nc1cccc(S(=O)(=O)c2cccc(NC(=O)c3ccco3)c2)c1)c1ccco1 ?
EBNA-1 inhibitor: -10; GSTO1 inh: -81; ZTA DNA inh: 13; PAD4 inh: -2; PAFAH1B3 FP inh: -16; PREPL inh: -5; LYPLA1 counter: -34; PAFAH2 inh: -16; LYPLA2 counter: -60

How did Cc1c(F)cccc1NS(=O)(=O)c1ccc2c(c1)c(C)cc(=O)n2C do in these assays?
EBNA-1 inhibitor: -3; GSTO1 inh: 5; ZTA DNA inh: -3; PAD4 inh: 2; PAFAH1B3 FP inh: 2; PREPL inh: 0; LYPLA1 counter: -1; PAFAH2 inh: 8; LYPLA2 counter: 0
